# High-throughput results: PubChem, several laboratories
# Rac1 act GTP bind: alters GTP binding to activated mutant human Rac1; AID 764; GST-Rac1 activated beads, fluorescent GTP binding, flow cytometry; actives lie on both sides; 100% means binding = to untreated wells; percent activity (GTP binding), % at 10 µM; 190,000 compounds, 0.11% hits; P63000;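 active = GTP binding at least 20 percentage points away from the 100% baseline, in either direction, so actives lie on both sides; inconclusive = Compound likely fluorescent itself, or too few beads counted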
# Cdc42 wt GTP: human Cdc42 wildtype GTP binding change, either direction | 190,000 compounds, 0.2% hits | percent activity (GTP binding), % at 10 µM | GST-Cdc42 beads, Bodipy-GTP binding, flow cytometry; actives lie on both sides;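 active = percent activity GTP binding at least 20 points away from the 100% baseline, either down as inhibitor or up as activator; inconclusive = compound flagged as likely green fluorescent from well-wide comparison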;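 also: median bead fluorescence of bound Bodipy-FL-GTP at 100 nM; 0% = excess unlabeled GTP control and 100% = no compound control; below 100% means less GTP binding so inhibitor and above means activator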
# Target sequence (P60953 whole entry, looked up): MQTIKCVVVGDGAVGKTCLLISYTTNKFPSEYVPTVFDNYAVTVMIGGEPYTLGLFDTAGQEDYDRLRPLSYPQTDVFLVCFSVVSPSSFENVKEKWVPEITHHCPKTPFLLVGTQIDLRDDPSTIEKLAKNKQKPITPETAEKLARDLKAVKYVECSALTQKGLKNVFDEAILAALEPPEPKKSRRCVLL
# Rab2A wt mod: changes GTP binding to wildtype dog Rab2A, up or down; P61105; GST-Rab2 wt beads, Bodipy-GTP binding, flow cytometry; GTP binding activity, % at 10 µM; 190,000 compounds, 0.19% hits; AID 760;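 active = GTP binding activity at least 20 points away from 100%, either lowered or raised; inconclusive = signal likely due to the compound's own green fluorescence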;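 also: 0% = beads with excess unlabeled GTP and 100% = no-compound control corrected for plate trend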
# ABCB1 inh: blocks JC-1 efflux by human ABCB1 transporter; P08183; CCRF-Adr cells, flow cytometry; inhibition, % at 6.6 µM; 190,000 compounds, 0.067% hits; AID 1326; in the data active = inhibition above about 40%;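 also: 0% = vehicle and 100% = reference inhibitor; higher value means more JC-1 retained so stronger ABCB1 efflux block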
# Rab7 wt GTP bind: modulators of GTP binding to dog Rab7 wildtype GTPase. GST-Rab7 beads, fluorescent GTP binding, flow cytometry; actives lie on both sides; untreated = 100%, excess cold GTP = 0%. GTP binding activity (percent of control), % at 10 µM. 190,000 compounds, 0.055% hits;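 active = fluorescent GTP binding to Rab7 beads changed by at least 20 points from the 100% baseline, either direction, mostly lower; inconclusive = compound itself probably fluorescent, or too few beads counted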;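 also: median green fluorescence of bound Bodipy-FL-GTP per Rab7 bead population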
# ABCG2 block: human ABCG2 inhibition, ABCB1 as counter-screen. Q9UNQ0. 190,000 compounds, 0.1% hits. AID 1325. inhibition, % at 6.6 µM. IgMXP3 cells, JC-1 efflux, flow cytometry;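 active = inhibition above 80%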;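 also: 0% = DMSO and 100% = nicardipine control wells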
# Target sequence (Q9UNQ0 whole entry, looked up): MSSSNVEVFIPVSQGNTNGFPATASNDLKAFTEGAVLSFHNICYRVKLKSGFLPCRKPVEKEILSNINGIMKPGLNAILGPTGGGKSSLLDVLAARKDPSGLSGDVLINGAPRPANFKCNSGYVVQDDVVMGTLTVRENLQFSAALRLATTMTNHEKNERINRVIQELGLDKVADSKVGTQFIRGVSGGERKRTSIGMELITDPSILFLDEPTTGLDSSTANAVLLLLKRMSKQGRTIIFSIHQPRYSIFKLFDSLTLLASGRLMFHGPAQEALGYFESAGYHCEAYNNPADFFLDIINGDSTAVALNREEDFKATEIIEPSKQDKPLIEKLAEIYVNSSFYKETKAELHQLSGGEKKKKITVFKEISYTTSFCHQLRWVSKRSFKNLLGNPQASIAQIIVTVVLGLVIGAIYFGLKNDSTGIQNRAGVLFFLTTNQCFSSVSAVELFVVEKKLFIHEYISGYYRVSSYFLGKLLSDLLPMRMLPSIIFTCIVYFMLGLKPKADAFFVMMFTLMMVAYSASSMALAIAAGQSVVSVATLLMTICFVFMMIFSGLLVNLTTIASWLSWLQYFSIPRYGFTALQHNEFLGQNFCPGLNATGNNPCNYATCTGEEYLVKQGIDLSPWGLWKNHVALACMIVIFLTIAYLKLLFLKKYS
#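 material = IgMXP3 (ABCG2) plus far-red-tagged CCRF-Adr (ABCB1) cells | amount = 3 million cells/mL, equal mix of both lines | also added = JC-1 transporter substrate | dosing = one concentration, 6.6 µM final | schedule = 10 min at 25 °C | measured by = flow cytometric JC-1 green MFI at 530 nm | read-out basis = percent efflux inhibition, scaled nicardipine 100% to DMSO 0%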
# Pf gametocyte: kills late stage P. falciparum gametocytes | P. falciparum stage V gametocytes, ATP luminescence, 24 h | inhibition, % at 10.9 µM | 150,000 compounds, 0.065% hits;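 active = inhibition above the mean plus 3 SD of compounds within the control limits, set per campaign, cut at about 38% in these data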;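 also: 0% = DMSO wells and 100% = medium only without gametocytes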
# Avidin fluor: avidin bead compound fluorescence profile | Avidin beads, compound fluorescence 488/530 nm, flow cytometry; stronger effect = higher value | fluorescence (KMESF) at 10 µM | 220,000 compounds, 0.38% hits | AID 1775; in the data active = fluorescence above about 47; also: inactives centre near 10
# GSH bead fluor: GSH bead compound fluorescence profile | GSH beads flow cytometry, compound fluorescence 488/530 nm; stronger effect = higher value | fluorescence (KMESF) at 10 µM | 190,000 compounds, 0.25% hits | AID 1776; in the data active = fluorescence above about 89;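 also: glutathione beads carrying GST-tagged Bcl family fusion proteins plus one bare bead set; values are compound well signal with DMSO vehicle wells as background; inactives centre near 16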
# Rac1 wt modul: alters GTP binding to wildtype human Rac1; P63000; GTP binding activity (% of control), % at 10 µM; AID 757; GST-Rac1 beads, fluorescent GTP binding, flow cytometry; actives lie on both sides; 0 = cold GTP competed, 100 = untreated; 190,000 compounds, 0.27% hits;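 active = GTP binding activity at least 20 points away from the 100% control level, either lower or higher; inconclusive = compound flagged as likely green fluorescent, judged across all proteins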
# HRas wt GTP bind: modulators of GTP binding to human HRas wildtype; P01112; GST-Ras wt beads, Bodipy-FL-GTP binding, flow cytometry; actives lie on both sides; GTP binding activity, % at 10 µM; 190,000 compounds, 0.14% hits; AID 759;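 active = GTP binding activity at least 20% away from the 100% baseline, either lowered as inhibitor or raised as activator; inconclusive = flagged as likely green fluorescent, judged across all proteins in the well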;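 also: 0% = unlabeled GTP competition control and 100% = no-compound control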
# Target sequence (P01112 whole entry, looked up): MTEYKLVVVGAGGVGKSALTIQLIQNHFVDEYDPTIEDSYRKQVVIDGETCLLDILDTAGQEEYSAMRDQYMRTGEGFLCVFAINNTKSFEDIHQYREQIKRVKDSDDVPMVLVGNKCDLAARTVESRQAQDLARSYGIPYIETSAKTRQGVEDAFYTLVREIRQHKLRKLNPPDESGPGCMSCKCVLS
# An asterisk follows results filed as active; u = inconclusive; x = not tested or not shown.
SMILES,Rac1 act GTP bind,Cdc42 wt GTP,Rab2A wt mod,ABCB1 inh,Rab7 wt GTP bind,ABCG2 block,Pf gametocyte,Avidin fluor,GSH bead fluor,Rac1 wt modul,HRas wt GTP bind
COc1nc(-c2ccc(Cl)cc2)ccc1-c1noc(-c2cccs2)n1,94,93,94,-1.2,92,0,-6,25,15,97,95
COc1ccc(CN(C(=O)c2cccs2)C(C(=O)NC2CCCCC2)c2ccc3ncccc3c2)cc1 (stereo not given),100,103,101,1.1,98,1,x,30,16,104,101
O=C(CSc1nc2ccccc2n1Cc1ccccc1)N/N=C/c1ccco1,101,102,100,2.1,104,25,x,30,22,105,101
CC(=O)N(C(C)=O)S(=O)(=O)c1ccc(N=NN2CCOCC2)cc1,99,100,99,0.4,100,3,-16,15,14,103,99
CC1CCC/C(=N\NC(=S)Nc2ccccc2)C1 (stereo not given),98,99,99,1.3,99,4,x,4,6,105,100
COc1cccc(C2CC(c3ccc(NS(C)(=O)=O)cc3)=NN2C(=O)c2ccccc2)c1OC (stereo not given),94,95,94,1.6,94,4,-3,8,13,97,96
O=C(CCSc1nnc2ccccn12)Nc1ccc2c(c1)OCO2,103,102,104,-0.9,107,9,9,8,13,103,103
CCOc1ccccc1CN1CCN(Cc2nc3c(s2)CCCC3)CC1CCO (stereo not given),93,94,98,0.5,96,-2,18,11,13,96,96
Cc1cc(C)n(C(=O)/C(C#N)=N\Nc2ccccc2[N+](=O)[O-])n1,93,97,96,0.9,97,12,15,9,15,96,94
Nc1ncnc2c1CCC2,103,107,105,0.2,105,1,x,13,12,107,106
Cc1cc(C(=O)OCC(=O)Nc2ncc(C(F)(F)F)cc2Cl)c(C)o1,96,97,95,0.4,96,1,3,9,27,98,97
Cc1ccc(OC(=O)c2ccc(S(=O)(=O)N(C)C)cc2)c(-n2nc3ccccc3n2)c1,96,98,100,0.1,100,-1,x,13,75,101,98
CCn1c(CN2CCN(Cc3ccc(C)cc3)C(CCO)C2)nc2ccccc21 (stereo not given),97,102,99,0.0,97,0,x,9,13,100,100
CC(C)OC(=O)CSc1nnc(-c2cnccn2)n1Cc1ccco1,u,u,u,0.0,u,0,x,29,16,u,u
O=C1CCc2cc(S(=O)(=O)N3CCC(C(=O)NC4CCCC4)CC3)ccc2N1,101,104,101,0.2,97,1,x,8,13,106,101
COc1ccc(CCN2CC(C(=O)Nc3cccc(C(C)=O)c3)CC2=O)cc1OC (stereo not given),98,95,98,-0.3,97,3,x,10,17,97,97
Cc1ccc(SCC(=O)O/N=C(\N)c2ccc([N+](=O)[O-])cc2)cc1,97,98,99,0.2,96,1,x,9,10,98,97
COC(=O)CNC(c1ccccc1)c1cc(Br)ccc1NC(=O)CCN1CCOCC1 (stereo not given),100,101,99,0.5,97,6,7,17,16,105,100
CC(=O)Nc1ccc2c(c1)OCCO2,97,99,99,-0.5,97,3,-2,19,30,98,99
CC(C)(C)c1[nH]nc2c1C(c1ccsc1)C(C#N)=C(N)O2 (stereo not given),96,100,101,0.2,104,3,-9,9,10,101,98
COc1cccc(NC(=S)N/N=C2\CC(C)(C)Oc3ccc(O)cc32)c1,99,99,96,-0.5,95,53,8,20,15,102,97
O=C(Nc1cccs1)Nc1c(F)c(F)c(F)c(F)c1F,99,104,97,0.1,100,5,11,13,5,105,98
CCn1nnnc1SCC(=O)NCc1ccc2c(c1)OCO2,102,102,100,0.7,97,3,x,25,27,105,100
CC(=O)n1cc([C@@H]2C=C(C(=O)Nc3ccccc3)O[C@H](OCCCCO)C2)c2ccccc21,95,95,97,17,103,6,7,6,21,97,96
Cc1cc(C)nc(Nc2ccccc2Br)n1,96,98,96,1.2,96,6,x,10,24,95,96

# 3 entries picked at random from the list so far:
SMILES,Rac1 act GTP bind,Cdc42 wt GTP,Rab2A wt mod,ABCB1 inh,Rab7 wt GTP bind,ABCG2 block,Pf gametocyte,Avidin fluor,GSH bead fluor,Rac1 wt modul,HRas wt GTP bind
Cc1cc(C)nc(Nc2ccccc2Br)n1,96,98,96,1.2,96,6,x,10,24,95,96
O=C1CCc2cc(S(=O)(=O)N3CCC(C(=O)NC4CCCC4)CC3)ccc2N1,101,104,101,0.2,97,1,x,8,13,106,101
Cc1ccc(SCC(=O)O/N=C(\N)c2ccc([N+](=O)[O-])cc2)cc1,97,98,99,0.2,96,1,x,9,10,98,97

# Other compounds.
SMILES,Rac1 act GTP bind,Cdc42 wt GTP,Rab2A wt mod,ABCB1 inh,Rab7 wt GTP bind,ABCG2 block,Pf gametocyte,Avidin fluor,GSH bead fluor,Rac1 wt modul,HRas wt GTP bind
COc1ccc(CNC(=O)COC(=O)c2ccccc2C(=O)c2ccccc2)cc1,93,95,97,0.2,93,-1,-18,11,12,95,96
COc1ccccc1CNC(=O)COC(=O)[C@H](Cc1c[nH]c2ccccc12)NC(=O)c1cccs1,101,104,100,0.3,98,2,7,15,18,103,100
COC(=O)Cn1ccc(N(C)C)c(C#N)c1=O,98,101,102,0.8,101,2,-1,14,30,99,101
CC(C)c1nnc(NC(=O)CSc2nnc(NC(=O)c3c(F)cccc3F)s2)s1,92,94,92,-0.1,97,2,13,11,14,99,93
CCOc1cc(C(=O)N(C)Cc2cc3ccccc3[nH]c2=O)cc(OCC)c1OCC,100,102,101,0.2,99,0,2,36,10,103,101
CCCc1[nH]nc2c1C(c1cc(OC)cc(OC)c1)C(C#N)=C(N)O2 (stereo not given),94,96,95,0.2,100,1,x,9,51,93,98
O=C(NCc1ccccc1)C(=O)NCC1OCCN1C(=O)c1ccc(Cl)cc1 (stereo not given),97,96,100,1.0,105,3,7,26,27,103,101
CCOC(=O)C1=C(N)n2c(s/c(=C\c3ccncc3)c2=O)=C(C(=O)OCC)C1c1ccncc1 (stereo not given),94,94,97,5.5,104,7,1,10,14,95,97
O=C(Nc1ccccc1C(=O)O)c1ccccc1,97,98,98,0.0,96,0,x,7,41,102,99
CCOC(=O)C1CCCCN1Cc1ccc(OC)c(OC)c1OC (stereo not given),102,101,101,0.4,93,1,4,11,18,99,99
Cn1c(=O)c2c(SCc3cccnc3)nc(C3CC3)nc2n(C)c1=O,92,93,92,3.2,91,1,x,4,24,97,93
COc1ccc(OC)c(-c2csc(N(CC3CCCO3)C(=O)C3CCCCC3)n2)c1 (stereo not given),98,100,98,0.9,102,7,-3,11,28,103,102
Cc1ccc(N2CN(Cc3ccco3)CNC2=S)cc1,96,98,104,-0.3,110,0,16,x,13,100,97
CCCn1c(SCC(=O)c2cc(C)ccc2C)n[nH]c1=O,97,100,96,0.2,95,6,x,4,16,99,98
CCC(C(=O)O/N=C(\N)c1ccccc1)c1ccccc1 (stereo not given),100,102,100,0.8,102,6,-4,9,15,103,102
O=C(CN1CCCCCC1)N/N=C/c1cccc(Cl)c1Cl,100,105,101,0.7,102,12,x,12,12,106,102
CCc1cc2c(NCC3CCCO3)nc(C)nc2s1 (stereo not given),95,96,96,0.0,99,0,x,6,12,97,98
CCn1c2ccccc2c2cc(NC(=O)CSc3nnc(-c4cccc(C)c4)o3)ccc21,95,97,99,-0.8,100,-2,x,6,30,96,97
CCOc1ccccc1C(=O)N[C@H](C(=O)Nc1ccc(OC)c(S(=O)(=O)N2CCOCC2)c1)C(C)C,94,96,98,0.9,98,2,14,25,15,95,95
Cc1cc(C(=O)Nc2c(F)c(F)c(F)c(F)c2F)n(-c2ccccc2)n1,93,92,94,0.7,96,5,-16,8,11,93,94
Cc1ccccc1CSCC(Nc1ccc(C(=O)O)cc1[N+](=O)[O-])C(=O)O (stereo not given),88,92,92,0.7,93,1,x,12,30,91,94
CC(C)(C)NC(=O)CN(C(=O)CS(=O)CC(=O)Nc1ccc(F)cc1)c1ccc2c(c1)OCCO2 (stereo not given),95,97,96,0.3,95,1,5,25,16,97,97
CCOC(=O)c1ccc(N2C(=O)c3n[nH]c(C)c3C2c2ccc(O)cc2)cc1 (stereo not given),96,99,98,0.0,100,1,-36,10,9,101,101
CCCOc1ccc(N2CC(C(=O)Nc3ccc(N4CCOCC4)cc3)CC2=O)cc1 (stereo not given),96,98,95,0.6,98,3,0,5,56,102,97
Cc1cccc(C(=O)N/N=C/c2ccc3c(c2)OCO3)n1,98,100,98,0.0,98,1,-7,5,23,100,100

# (cont.)
SMILES,Rac1 act GTP bind,Cdc42 wt GTP,Rab2A wt mod,ABCB1 inh,Rab7 wt GTP bind,ABCG2 block,Pf gametocyte,Avidin fluor,GSH bead fluor,Rac1 wt modul,HRas wt GTP bind
COc1cc(N=CC2=C(O)c3ccccc3C2=O)cc(OC)c1,103,104,103,2.2,100,18,23,5,10,105,102
CCOC(=O)N1CCN(C(=O)CCCCCn2c(=S)[nH]c3cc4c(cc3c2=O)OCO4)CC1,97,98,99,0.2,102,1,6,11,11,100,98
O=C(COC(=O)c1ccccc1C(=O)c1ccc(Cl)cc1)NCC1CCCO1 (stereo not given),u,u,u,1.3,u,4,x,8,15,u,u
CCOC(=O)C1=NOC2COC3(CCN(c4ncccn4)CC3)OCC12 (stereo not given),95,91,94,0.1,99,0,15,24,11,102,100
CCOC(=O)C1=C(C)NC(=O)NC1C1CC=CCC1 (stereo not given),97,101,100,0.1,101,3,-13,11,42,102,102
Cc1cccc(NCc2nc(-c3ccccc3)no2)c1,97,98,100,0.6,100,1,x,7,24,102,100
O=C(CN1CCc2ccccc2C1)Nc1cc(S(=O)(=O)N2CCOCC2)ccc1N1CCCC1,101,103,103,2.6,100,9,18,10,13,107,103
Cc1ccc(OCC(=O)NCc2ccco2)c([N+](=O)[O-])n1,97,95,95,0.7,95,11,-1,11,18,98,94
Cn1cccc1Cc1nnc(SCC(=O)Nc2ccc(Cl)cc2)n1-c1ccc(F)cc1,101,103,102,2.1,99,13,x,22,16,102,100
COc1cc(/C=C/C(=O)OCC(=O)N2CC3(C)CC2CC(C)(C)C3)ccc1O (stereo not given),102,99,97,0.8,100,-4,15,2,7,104,101
Fc1cccc(CCN2C(=S)NC[C@@H]2Cc2ccccc2)c1,96,99,99,0.5,104,2,x,5,19,97,98
CCCCNS(=O)(=O)c1ccc(S(=O)(=O)N2CCC3(CC2)OCCO3)cc1,97,100,97,0.9,98,4,-43,6,11,100,98
CC(C)CNS(=O)(=O)c1ccc(CCC(=O)NCC2CCCO2)cc1 (stereo not given),92,93,93,0.8,93,9,1,12,41,90,93
CSc1nc(/C=C2\C=Nc3ccccc32)c(O)n1C,98,98,96,0.1,100,4,x,15,16,96,94
Cc1sc2nc(C)n(/N=C/c3ccc(O)cc3)c(=O)c2c1C,100,101,101,0.5,101,2,-11,1,36,103,99
